TbPYK inhibitor: qHTS of Trypanosoma Brucei Inhibitors; pyruvate kinase (Trypanosoma brucei), Q57TT1; TbPYK enzyme, Kinase-Glo Plus ATP luminescence, 45 min; Potency, µM (series often up to 76.8 µM), without a hit: at the highest dose activity, negative = inhibition, usual class: inhibitors; 0.12% of 410,000 active; also: nearly all actives have a fitted effect of over 50% in size
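Enzyme and substrate buffer are dispensed first and compound is pin-transferred. ADP at 130 uM final then starts the reaction, which runs 45 min at room temperature. Detection reagent is added for 10 min before luminescence is imaged.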
AMA1 RON2 block: qHTS for Inhibitors of AMA1-RON; Towards Development of Antimalarial Drug Lead: Primary Screen; Potency, µM (titrated, usually from 58.2 µM), without a hit: at the highest dose activity change, negative = inhibition, hits mostly inhibitors; Plasmodium falciparum AMA1 (3D7) - RON2 peptide interaction; 0.2% of 360,000 active; AlphaScreen AMA1-biotinylated RON2 peptide binding;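 also: 0% = vehicle wells and -100% = peptide control; nearly all actives have a fitted effect of over 45% in size; some results filed as inactive show a strong effect at the top dose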
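AMA1 (3D7) with his tag at 25 nM final met compounds first, then biotinylated RON2 peptide at 25 nM; detection used donor plus acceptor beads, 10 µg/mL apiece, read by AlphaScreen after 30 min at room temperature.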
Starred values were filed as active, the others as inactive; [ ] = dose if it differs, or a comment. Calls follow the shape of the dose curve; as a rule, active = well fitted curve in the direction sought with a large enough effect; inconclusive = small, poorly fitted or top-dose-only effect, or another doubt; inactive = no such curve, though single readings can be large; an effect the other way counts as inactive or inconclusive. Unless noted, % is scaled to controls: 0 for no effect and ±100 for the full control effect; potency is read from the fitted curve at half-maximal effect.

SMILES	TbPYK inhibitor	AMA1 RON2 block
CCC1CN1P(=O)(N1CCCC1)N1CC1CC (stereo not given)	-3%	73%[activator]
Cc1ccc(C(=O)Nc2cccc3cccnc23)cc1Br	-6%	-2%
COc1ccc(C2=CCC3CCCCN3C2)cc1OC (stereo not given)	3%	-2%
Cc1ccc([C@H]2C[C@@H](n3cc(-c4ccc(F)cc4)nn3)[C@H](O)CN2C(=O)C2CCCCC2)cc1	-3%	11%
CC(=O)NC(c1ccccc1)c1nc(-c2cccnc2)cs1 (stereo not given)	-3%	-5%
Cc1ccc(S(=O)C(c2ccccc2)c2ccccc2)cc1 (stereo not given)	0%	10%
CCOC(=O)c1ccccc1OC(=O)Oc1ccccc1C(=O)OCC	3%	-1%
CN(C(=O)c1cccc(NC(=O)Cc2ccc(NC(=O)C3CCN(C(=O)C4CCC4)CC3)cc2)c1)C1CCCCC1	1%	-1%
Cc1noc(C)c1COC(=O)c1cc(S(=O)(=O)N2CCOCC2)ccc1Cl	-12%	-28%
Cc1ccc(S(=O)(=O)NC(=O)C2(C)CCN2C(=O)c2ccc(C(F)(F)F)nc2C)cc1 (stereo not given)	3%	4%
N#CC1C(=O)NC(=O)CC12CCCCC2 (stereo not given)	-9%	15%
C[C@]12C[C@@H](O)[C@H](O)CC1=CCC1C2CC[C@@]2(C)C1CC[C@@H]2O (stereo not given in full)	5%	0%
Cc1ccccc1Oc1ccc2c(c1)[C@@H]1C[C@H](N(C)C(=O)NC3CCCCC3)[C@H]([C@H](C)O)C(=O)N1CC2	2%	-2%
CNc1cncc(-c2ccc(O)cc2C)n1	-7%	15%
C[C@@H]1CN([C@@H](C)CO)C(=O)c2cc(NC(=O)Nc3ccc4c(c3)OCO4)ccc2O[C@H]1CN(C)S(=O)(=O)c1cn(C)cn1	-1%	-8%
COc1ccc(C(=O)c2ccc(OC)c(OC)c2OC)cc1	-4%	8%
CSCCC1NC(=O)N(CC(=O)Nc2ccc(Cl)c(S(=O)(=O)N3CCOCC3)c2)C1=O (stereo not given)	1%	29%
Cc1cc(C)nc(-n2nc(C)cc2NC(=O)c2cc3ccccc3oc2=O)n1	-3%	5%
CCOC(=O)C1=CN(C(C)C)CCC1=O	-6%	6%
COc1ccc(NC(=O)N(C)[C@H]2C[C@H]3c4[nH]c5ccc(-c6ccc7c(c6)OCO7)cc5c4CCN3C[C@H]2[C@H](C)O)cc1	-4%	-29%
CC(NS(=O)(=O)c1ccc(Br)cc1F)[C@H](O)c1ccccc1 (stereo not given in full)	-11%	-7%
Clc1ccc(-c2nc3ccc(Br)cn3c2Cc2cccc(Cl)c2)cc1	-10%	-5%
O=C(NCCc1c[nH]c2ccccc12)c1ccc([N+](=O)[O-])o1	3%	-2%
CC(C)C1C(=O)N(Cc2cn(CCC3OCCO3)nn2)CCS(=O)(=O)N1Cc1ccc(-c2ccccc2)cc1 (stereo not given)	-2%	-5%
O=C(NCCOc1ccccc1)[C@@H]1CCCN1C(=O)c1cccs1	9%	24%
CC(C)c1cc(C(=O)N(C)C2CCCN(Cc3ccccc3F)C2)n(C)n1 (stereo not given)	6%	5%
Cn1cccc1C(=O)OCC(=O)N1CCN(c2ccccc2)CC1	2%	-6%
O=c1[nH]c(-c2ccccc2)nc(CN2CCCCC2)c1O	5%	-12%
Cc1cccc(N2CCN(C(=O)C3CCCN(S(=O)(=O)c4c(C)noc4C)C3)CC2)c1C (stereo not given)	3%	4%
Brc1ccc2nc(-c3ccco3)c(Cc3ccccc3)n2c1	-12%	-27%
CCCc1c(C(=O)N/N=C(\C)c2ccccn2)nnn1-c1nonc1N	6%	162%[activator]
O=C(COC(=O)COc1ccc(Cl)cc1Br)NC1CC1	3%	-2%
CC(OC(=O)Nc1ccccc1)C(=O)OC1CCCCC1 (stereo not given)	-4%	12%
C[C@@H]1CN([C@@H](C)CO)C(=O)CCCn2cc(nn2)CO[C@H]1CN(C)S(=O)(=O)c1ccc2ccccc2c1	5%	-3%
CC(C)(C)SCCNC(=O)c1ccc(Cl)c(S(=O)(=O)N2CCOCC2)c1	-4%	42%[activator]
COc1ccc(C(=O)N2CCCC(C)(C(=O)NS(=O)(=O)C3CC3)C2)c(OC)c1 (stereo not given)	-3%	-3%
CCOC(=O)C1=CN(Cc2cccc(F)c2)S(=O)(=O)N(CC)C1c1ccccc1 (stereo not given)	2%	7%
CCc1nc2ccc(C(=O)NCCOc3ccc(OC)cc3)cn2c1N(CC)CCN(C)C	0%	-9%
CCCCN1C(=O)C(CC(=O)NCc2cccc3ccccc23)CC(C(=O)N2CCCCCC2)=C1C (stereo not given)	8%	-3%
CC(C)c1ccc(CC(=O)N2CCC2(C)C(=O)NCC(C)(C)C)cc1 (stereo not given)	-10%	0%
CC1(C)CN(Cc2ccccc2)C(=O)[C@H]1CC(=O)Nc1ccccc1	3%	4%
Cc1ccc(NC(=O)c2cc(S(=O)(=O)Nc3ccc(C)cc3)cs2)cc1	-3%	-1%
COc1ccccc1CNC(=O)c1ccc(NC(=O)CC2SC(N3CCCC3)=NC2=O)cc1 (stereo not given)	-10%	30%[activator]
O=C(OCC(=O)N(CCc1ccccc1)Cc1ccccc1)c1cccc(S(=O)(=O)N2CCOCC2)c1	-8%	0%
C[C@H]1COC(=O)[C@H](CC(=O)OC(C)(C)C)C/C=C\C[C@H](CC(=O)N(CCO)Cc2ccccc2)C(=O)N1	-5%	2%
CC(=O)N1C[C@@H](CO)[C@@H](N(C)C(=O)C(C)(C)C)C[C@H]1c1ccccc1	3%	8%
C[C@H](CO)N1C[C@H](C)[C@@H](CN(C)Cc2ccc(-c3ccccc3)cc2)Oc2c(NC(=O)Nc3ccc4c(c3)OCO4)cccc2C1=O	-4%	-22%
NC(Cc1ccc(C(F)(F)F)cc1)c1csc(Nc2cc(Oc3ccccc3)ncn2)n1 (stereo not given)	8%	91%[activator]

17 entries from above in a different format.
structure,TbPYK inhibitor,AMA1 RON2 block
Cc1cccc(N2CCN(C(=O)C3CCCN(S(=O)(=O)c4c(C)noc4C)C3)CC2)c1C (stereo not given),3%,4%
Brc1ccc2nc(-c3ccco3)c(Cc3ccccc3)n2c1,-12%,-27%
CCCc1c(C(=O)N/N=C(\C)c2ccccn2)nnn1-c1nonc1N,6%,162%[activator]
O=C(COC(=O)COc1ccc(Cl)cc1Br)NC1CC1,3%,-2%
CC(OC(=O)Nc1ccccc1)C(=O)OC1CCCCC1 (stereo not given),-4%,12%
C[C@@H]1CN([C@@H](C)CO)C(=O)CCCn2cc(nn2)CO[C@H]1CN(C)S(=O)(=O)c1ccc2ccccc2c1,5%,-3%
CC(C)(C)SCCNC(=O)c1ccc(Cl)c(S(=O)(=O)N2CCOCC2)c1,-4%,42%[activator]
COc1ccc(C(=O)N2CCCC(C)(C(=O)NS(=O)(=O)C3CC3)C2)c(OC)c1 (stereo not given),-3%,-3%
CCOC(=O)C1=CN(Cc2cccc(F)c2)S(=O)(=O)N(CC)C1c1ccccc1 (stereo not given),2%,7%
CCc1nc2ccc(C(=O)NCCOc3ccc(OC)cc3)cn2c1N(CC)CCN(C)C,0%,-9%
CCCCN1C(=O)C(CC(=O)NCc2cccc3ccccc23)CC(C(=O)N2CCCCCC2)=C1C (stereo not given),8%,-3%
CC(C)c1ccc(CC(=O)N2CCC2(C)C(=O)NCC(C)(C)C)cc1 (stereo not given),-10%,0%
CC1(C)CN(Cc2ccccc2)C(=O)[C@H]1CC(=O)Nc1ccccc1,3%,4%
Cc1ccc(NC(=O)c2cc(S(=O)(=O)Nc3ccc(C)cc3)cs2)cc1,-3%,-1%
COc1ccccc1CNC(=O)c1ccc(NC(=O)CC2SC(N3CCCC3)=NC2=O)cc1 (stereo not given),-10%,30%[activator]
O=C(OCC(=O)N(CCc1ccccc1)Cc1ccccc1)c1cccc(S(=O)(=O)N2CCOCC2)c1,-8%,0%
C[C@H]1COC(=O)[C@H](CC(=O)OC(C)(C)C)C/C=C\C[C@H](CC(=O)N(CCO)Cc2ccccc2)C(=O)N1,-5%,2%

More results
SMILES	TbPYK inhibitor	AMA1 RON2 block
Cc1ccc(C)c(CC(=O)N2CCCC(c3cc(C(=O)Nc4ccccc4Cl)no3)C2)c1 (stereo not given)	2%	7%
CCCOC(=O)C1NC(=O)N2C(C(=O)OCCC)C(C)(C)S[C@H]12 (stereo not given in full)	3%	9%
CC(=O)Nc1ccc(CNc2nc(NC(C)C)nc3ccsc23)cc1	2%	-13%
O=[N+]([O-])c1nc2ccccc2[nH]1	-1%	9%
CCNC(=O)C1OC(n2cnc3c(N)ncnc32)C(O)C1O (stereo not given)	0%	6%
Cc1ccc(C(C)NC(=O)c2cccnc2)cc1 (stereo not given)	-8%	-4%
CC(c1ccc2ccccc2c1)c1ccccc1C(=O)O (stereo not given)	-9%	3%
COc1cc2nc(CN3CCN(S(=O)(=O)c4ccccc4[N+](=O)[O-])CC3)[nH]c(=O)c2cc1OC	-11%	8%
CCN(CC)C(=O)C1=C(C)N(Cc2ccc(OC)cc2)C(=O)C(CC(=O)NCCCN(C)C)C1 (stereo not given)	7%	3%
Cc1ccc(NC(=O)COC(=O)c2ccco2)cc1S(=O)(=O)N1CCOCC1	3%	0%
CC1CCCCC12NC(=O)N(CC(=O)OCc1c(F)cccc1Cl)C2=O (stereo not given)	-3%	9%
c1ccc(-c2c[nH]c(-c3ccccc3)c2)cc1	3%	-16%
C[C@@H]1CN([C@@H](C)CO)C(=O)CCCn2nncc2CO[C@@H]1CN(C)C(=O)Nc1cccc2ccccc12	-4%	-3%
COc1ccc(CNC(=O)C[C@@H]2C[C@H]3c4cc(NC(=O)NC5CCCC5)ccc4O[C@H]3[C@H](CO)O2)cc1	5%	23%
Cc1noc(C)c1NC(=O)Nc1ccc2c(c1)C(=O)N([C@H](C)CO)C[C@H](C)[C@H](CN(C)C)O2	-4%	-1%
COC(=O)[C@H](Cc1ccccc1)N1C/C=C\COc2c(Cl)cc(Cl)cc2S1(=O)=O	6%	-4%
O=C(COC(=O)CC1CC2CCC1C2)NCc1ccc(Cl)cc1 (stereo not given)	-1%	3%
CCCCN(CCCC)Cc1cc(=O)oc2ccc3ccccc3c12	-2%	10%
CSc1nc(SCc2ccccc2)[nH]c(=O)n1	-7%	0%
CN(C)C(=O)c1ccc(NC(=O)COC(=O)C2(c3ccccc3)CCCC2)cc1	1%	0%
O=C1CC(=O)N(Cc2ccccc2)C(=O)N1	4%	45%[activator]
CC(C)(C)OC(=O)N1CC2(CCCCC2)CC1Cc1ccc(C(F)(F)F)cc1 (stereo not given)	-8%	0%
COc1ccc(-c2ccc3[nH]c4c(c3c2)CCN2C(=O)[C@@H]([C@H](C)O)[C@@H](N(C)C(=O)Nc3cc(Cl)cc(Cl)c3)C[C@@H]42)cc1	-7%	-15%
CCOC(=O)CN(C(=O)c1snc(C(N)=O)c1N)C(C(=O)NCCC(C)C)c1ccc(C)cc1 (stereo not given)	-13%	-3%
CC(C)Oc1ccc(F)cc1-c1cc(C(=O)NCc2ccc(F)cc2)[nH]n1	-1%	1%
CC1=C(C(=O)N2CCCCCC2)CC(CC(=O)NC2CCCC2)C(=O)N1Cc1ccc(F)cc1 (stereo not given)	2%	-1%
Cc1cccc(N2CCN(C(=O)c3oc4ccc(Br)cc4c3C)CC2)c1C	-7%	8%
COC(=O)N1[C@H](C)C=C[C@]1(Cc1ccccc1)C(=O)OC	0%	-2%
N#Cc1c(-c2ccc(Cl)cc2)n(O)c2ccccc12	-2%	1%
COc1ccc(-c2ccc3oc(-c4ccsc4)cc(=O)c3c2)cc1F	-10%	1%
O=C1NC(Cc2ccccc2)c2nc3ccc(F)cc3c(=O)n2-c2ncccc21 (stereo not given)	-3%	13%
COC(=O)[C@]1(Cc2ccccc2)N[C@H](CN(C)C(=O)Nc2ccc(Cl)cc2)[C@@H]2C(=O)N(Cc3ccccc3)C(=O)[C@@H]21	3%	0%
Cc1cc(F)ccc1-c1cc(C(=O)NCC2CCCCC2)[nH]n1	5%	2%
CC(=O)c1ccc(Nc2nc(C(N)Cc3ccc(Cl)cc3)cs2)cc1 (stereo not given)	1%	39%[activator]
CCCCc1c(Cc2ccccc2)ncn1CCc1ccccc1OC	9%	-6%
COc1cc(S(=O)(=O)N2CCOCC2)ccc1NC(=O)COC(=O)c1cc(OC)c(OC)c(OC)c1	1%	-14%
Cc1cc2nc(-c3cccc(Cl)c3)c(Cc3ccccc3)n2c(C)c1Br	4%	0%
COC(=O)N(C)C[C@H]1OCc2cn(nn2)CCCC(=O)N([C@@H](C)CO)C[C@@H]1C	4%	3%
CCCNCC(=O)Nc1sc2c(c1C(=O)Nc1c(C)n(C)n(-c3ccccc3)c1=O)CCCC2	-11%	135%[activator]
COc1ccc(-c2oc3ccc(-c4ccc(OC)nc4)cc3c2-c2ccc(OC)cc2)cc1	5%	18%
CN(C)S(=O)(=O)c1ccc(NC(=O)CSc2nnc(-c3ccco3)n2N)cc1	-3%	0%
CC[C@@H]1C=C(C(=O)O)[C@H](c2ccc(Cl)c(Cl)c2)N1S(=O)(=O)c1ccc(C)cc1	1%	-20%

Screening data from PubChem.

This is a subset; count on the stated rates, not on these rows.
